V1R ag counter: counter-screen for oxytocin receptor agonists: human V1a receptor agonists. 320,000 compounds, 0.25% hits. activation, % at 3 µM. CHO-V1R cells, Fluo-8 calcium fluorescence, agonist mode; 0% DMSO, 100% 3 nM vasopressin;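 active means activation above the mean activation of all tested compounds plus 3 SD, per screening run, cut at about 20% in these data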;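 further: signal is peak over basal fluorescence ratio across a 100 second FLIPR read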
CHRM1 antagonist: antagonists of human M1 muscarinic receptor; P11229; CHO-K1 hM1, Fluo-8 calcium fluorescence, ACh EC80 antagonist; inhibition, % at 3 µM; 360,000 compounds, 1.3% hits; AID 588852;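 active means percent inhibition above its own plate's cutoff, namely the mean of that plate's compound wells plus 3 SD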;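 further: peak over basal fluorescence ratio during 140 s after agonist addition; 0% = ACh EC80 plus DMSO and 100% = DMSO alone without agonist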
Target sequence (P11229 whole entry, looked up): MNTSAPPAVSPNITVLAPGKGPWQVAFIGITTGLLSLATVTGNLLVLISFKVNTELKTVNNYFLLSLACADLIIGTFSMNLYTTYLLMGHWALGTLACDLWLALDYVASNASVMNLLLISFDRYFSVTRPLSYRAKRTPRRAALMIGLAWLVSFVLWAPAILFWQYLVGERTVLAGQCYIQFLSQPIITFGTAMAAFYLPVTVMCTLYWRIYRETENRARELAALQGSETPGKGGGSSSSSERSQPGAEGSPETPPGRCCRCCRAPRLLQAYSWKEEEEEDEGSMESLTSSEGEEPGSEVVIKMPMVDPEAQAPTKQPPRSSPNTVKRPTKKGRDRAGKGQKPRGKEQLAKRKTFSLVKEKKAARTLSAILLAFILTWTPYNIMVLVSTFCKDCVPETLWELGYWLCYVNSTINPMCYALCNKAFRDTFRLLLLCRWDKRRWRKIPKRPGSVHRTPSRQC
TAAR1 antag: human TAAR1 antagonism | inhibition, % at 3 µM | CHO RD-HGA16 TAAR1, Fluo-8 calcium fluorescence, antagonist | 360,000 compounds, 1.5% hits | Q96RJ0;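 active means inhibition above a per-plate cutoff, the mean inhibition of test compounds on that plate plus 3 SD, cut at about 49% in these data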;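 further: 0% = DMSO plus EC80 beta-PEA response and 100% = DMSO alone without agonist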
Target sequence (Q96RJ0 whole entry, looked up): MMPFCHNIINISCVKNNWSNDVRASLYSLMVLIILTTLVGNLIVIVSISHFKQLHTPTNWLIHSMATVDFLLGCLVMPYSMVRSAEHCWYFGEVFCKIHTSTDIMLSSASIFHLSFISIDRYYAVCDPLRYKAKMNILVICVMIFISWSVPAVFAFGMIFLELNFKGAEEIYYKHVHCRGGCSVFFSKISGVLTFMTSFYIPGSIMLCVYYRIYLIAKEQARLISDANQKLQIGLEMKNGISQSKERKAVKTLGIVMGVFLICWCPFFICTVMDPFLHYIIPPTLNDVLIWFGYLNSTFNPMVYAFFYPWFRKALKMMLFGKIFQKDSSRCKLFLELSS
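Assay system: RD-HGA16 CHO cells with stable hTAAR1 and Gα16 / Reagent: EC80 β-phenethylamine stimulus / Doses: 3 µM, single point / Timing: dye loading 75 min at 37 °C, then 30 min room temperature / Measured by: Fluo-8 intracellular calcium dye fluorescence, real-time kinetic reads / Controls: vehicle wells and EC80 agonist wells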
CHRM1 PAM: human CHRM1 positive allosteric modulation; CHO-K1 hM1, Fluo-8 calcium fluorescence, ACh EC20; 0% = ACh EC20, 100% = maximal ACh; activation, % at 3 µM; 360,000 compounds, 0.088% hits; P11229; AID 588819; in the data active means activation above about 19%, passing the limit was not always enough
OXTR agonist: agonists of human oxytocin receptor. activation, % at 3 µM. CHO-OTR cells, Fluo-8 calcium fluorescence; normalized: DMSO 0%, oxytocin 100%. 320,000 compounds, 0.32% hits. P30559;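 active means activation above the mean of all tested compounds plus 3 SD, cutoff set per screening run, cut at about 20% in these data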;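 further: peak over basal fluorescence ratio from a 100 s FLIPR kinetic read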
OXTR potentiate: potentiates the human oxytocin receptor response. 320,000 compounds, 0.061% hits. activation, % at 3 µM. CHO-OTR cells, Fluo-8 calcium fluorescence, potentiator mode; 0% = oxytocin EC15, 100% = EC100;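 active means activation above that plate's cutoff, the mean activation of tested compounds plus 3 SD, cut at about 6.6% in these data, passing the limit was not always enough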;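 further: 100% uses oxytocin at 75 nM as the full agonist control; some results filed as inactive read as strong as hits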
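Dosing: Single dose, 3.0 µM nominal final compound concentration | Material: Human OTR in CHO cells | Technique: Kinetic Fluo-8 calcium fluorescence | Benchmarks: EC15 oxytocin alone as 0%, 75 nM oxytocin as 100% | Probe or stimulus: Oxytocin at about EC15, sub-maximal agonist stimulus | Incubation: Compound 6 min at room temperature before oxytocin, 100 s read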
CHO parental Ca: signal in parental CHO cells, OX1R antagonist counter-screen | inhibition, % at 5.6 µM | AID 463079 | parental CHO-K1, ATP-induced calcium, Fluo-8 fluorescence | 330,000 compounds, 0.63% hits;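 active means inhibition above that plate's mean sample inhibition plus 3 SD, cut at about 26% in these data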;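 further: 0% = ATP-challenged DMSO wells and 100% = DMSO wells without ATP; some compounds past the cut are filed as inactive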
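Material: parental CHO cells / Compound: single nominal dose of 5.6 µM per compound / Signal: Fluo-8 fluorescence / Replicates: singlicate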
M1 ag: human M1 muscarinic receptor agonism | P11229 | activation, % at 3 µM | CHO-K1 hM1, Fluo-8 calcium fluorescence, agonist mode; 0% DMSO, 100% acetylcholine EC100 | 360,000 compounds, 0.33% hits | AID 588814;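 active means activation above the run's mean compound activation plus 3 SD, cut at about 16% in these data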;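 further: peak over basal fluorescence ratio within a 140 s kinetic read after compound addition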
TAAR1 agonist: human TAAR1 agonism. Q96RJ0. CHO RD-HGA16 TAAR1, Fluo-8 calcium fluorescence; vehicle wells 0%, saturating PEA agonist 100%. activation, % at 3 µM. 360,000 compounds, 0.99% hits. AID 624467;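 active means activation above the mean activation of all test compounds in the run plus 3 SD, cut at about 38% in these data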
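Assay system – CHO-derived RD-HGA16 cells with stable Gα16 and human TAAR1 · Compound dosing – one-point dosing at 3 µM (nominal) · Incubation – 17-24 h seeding, 75 min 37 °C dye, 30 min RT · Measured by – kinetic Fluo-8 calcium fluorescence · Control set – DMSO vehicle as 0%, PEA at EC100 as 100% · Repeats – single well for each compound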
Active calls of the source: *; . = no result given. Not a hit list; overall some 3.7% were active at least once.

SMILES	V1R ag counter	CHRM1 antagonist	TAAR1 antag	CHRM1 PAM	OXTR agonist	OXTR potentiate	CHO parental Ca	M1 ag	TAAR1 agonist
O=C1c2ccccc2C(=O)N1CCCc1c[nH]c2ccccc12	-1.2	1.9	13.9	5.8	-0.2	0.1	-20.1	-1.4	-1.2
O=C(COC(=O)Cc1cn2ccsc2n1)Nc1nc2ccccc2s1	2.6	0.8	10.2	0.8	2.5	-9.1	-8.1	-1.2	8.5
NC(=S)N/N=C/c1c(O)c(Br)cc2oc3c(c12)CCCC3	0.0	-11.9	-3.5	8.7	2.1	-3.3	-7.9	-2.2	2.4
O=c1c2ccccc2oc2nc(-c3cccs3)n(CCc3ccccc3)c(=O)c12	0.2	.	.	.	1.1	3.3	-19.5	.	.
COc1cc(NC(=O)NCC2CCN(Cc3ccc(C)cc3)CC2)cc(OC)c1OC	-0.4	-14.1	-10.2	1.1	1.3	2.3	-16.4	-9.0	-0.3
CN(C)c1ccc(C=NCCC2(O)CCOC(C)(C)C2)cc1 (configuration not stated)	1.7	11.2	-15.0	0.1	-0.2	-12.1	-9.4	0.1	4.4
CC1(C)SCC2C(=O)N3C(CSC3(C)C)C(=O)N21 (configuration not stated)	7.1	-2.6	-25.7	10.2	0.9	-0.2	5.9	-5.7	12.0
COC(=O)c1ccc(CSc2nnc(NC(=O)C3CC(=O)N(c4ccc5c(c4)OCCO5)C3)s2)cc1 (configuration not stated)	0.8	2.5	15.7	-0.8	-0.8	-5.7	-1.7	-3.9	9.1
COC(=O)c1ccc(CSc2nnc(-c3ccncc3)o2)o1	0.1	-22.9	9.8	4.0	1.8	-8.2	-9.6	-3.1	8.3
Nc1nnc(-c2cccnc2)s1	1.5	5.6	1.4	1.3	0.9	0.5	-0.1	-2.3	9.7
Cc1c(C(=O)NCCSCc2cccc(C(F)(F)F)c2)cnn1-c1ccc(F)cc1	0.8	2.0	-14.8	0.6	-2.3	-17.2	-49.9	-4.4	0.2
COc1cccc(Oc2ccc3nnc(C(F)(F)F)n3n2)c1	0.7	-5.8	4.8	7.9	-1.0	-15.3	6.0	-5.6	4.2
C=CCNc1nc(-c2cc3ccccc3o2)cs1	0.1	1.6	-7.1	2.7	-1.5	-1.9	-7.0	-4.1	3.4
CCOC(=O)Cc1csc(NC(=O)C(C)Oc2ccc3c(C)cc(=O)oc3c2)n1 (configuration not stated)	5.0	-0.1	5.0	1.6	0.2	-12.0	-5.7	4.0	2.2
CCOc1ccccc1Nc1nc(-c2sc(C)nc2C)cs1	0.6	-13.0	13.3	3.3	-2.8	-12.1	-20.3	-13.0	4.8
COc1ccccc1CC(=O)NNC(=O)c1ccc(C(C)(C)C)cc1	.	-10.5	-26.0	5.8	.	.	.	-1.7	2.1
C/C(=N\Nc1ccc(F)cc1F)c1ccccc1O	0.4	-23.5	-37.3	14.2	-2.7	-0.3	-5.4	-4.0	-1.5
Cc1sc(NC(=O)COc2ccccc2)c(C#N)c1-c1ccccc1	1.5	3.8	-20.7	-2.6	-1.4	-9.6	-26.4	-1.4	0.8
O=c1cc(CN2CCc3ccccc32)nc2sccn12	1.3	-23.5	-7.2	0.5	0.4	-5.6	-6.9	-1.9	11.2
CN(C)c1nc(Oc2ccc(=O)[nH]n2)nc(N2CCCCC2)n1	0.5	-0.2	3.1	5.9	-1.1	-2.0	-6.9	-2.4	6.2
Cc1cccc(N(C(=O)Nc2ccccc2)C2=NCC(C)S2)c1 (configuration not stated)	1.1	-13.4	-11.4	8.8	0.1	1.2	-10.6	-10.3	3.3
COc1ccc2c(c1)CCO[C@]21O[C@H](CCO)C[C@H](O)[C@H]1O	.	-28.9	-19.4	10.7	.	.	.	-1.3	2.2
Cc1ccccc1NC(=S)N/N=C/c1ccc(O)cc1O	1.6	-6.2	-0.9	6.8	1.0	-0.4	-11.7	-1.3	0.6
O=C(Cn1ncc2c3ccccc3n(Cc3ccccc3)c2c1=O)NCCCN1CCCC1	-0.9	-5.2	-26.3	13.9	-1.9	-2.2	-16.7	-0.3	0.1
Cc1ccc(-c2ccc(/C=N\NC(=O)C3C(=O)NCC3c3ccccc3)o2)cc1Cl (configuration not stated)	0.0	-0.8	5.5	6.8	0.5	-7.8	-5.4	-4.3	12.5
CCOC(=O)C1C(CC)NC(=S)NC1(C)O (configuration not stated)	1.6	-9.1	-18.8	14.2	2.0	-2.4	-10.7	1.4	0.7
CCOc1ccccc1C(=O)NCCCCCC(=O)O	0.2	-4.9	-8.3	-2.5	0.7	-1.4	-6.9	-0.8	8.9
Cc1ccc(OC(=O)C2CCN(C(=O)c3ccccc3C)CC2)c(Br)c1	3.1	8.0	-16.2	-2.4	0.7	-7.7	-14.1	-1.3	-1.4
O=C(c1ccccc1Oc1ccccc1)N1CCN(c2ccc(F)cc2)CC1	2.2	4.1	.	-0.7	1.0	-11.7	-1.8	-3.5	.
COc1ccc(-c2csc(N3CCC(C(N)=O)(N4CCCCC4)CC3)n2)cc1	4.5	-10.3	-5.2	-0.2	3.8	-6.0	-15.9	2.5	7.8
CCOc1cc([N+](=O)[O-])c2nc(N)sc2c1	0.7	-23.4	-17.0	8.3	0.5	3.8	-9.5	-0.8	-1.6
CCn1c(SCC(=O)NC2CC2)nnc1-c1csc(C)c1	0.5	-11.4	-8.7	10.6	0.3	2.7	-9.5	-2.9	-0.2
COc1ccc(C(=O)NNC(=O)COc2ccc(Cl)cc2C)cc1S(=O)(=O)N1CCOCC1	-0.7	4.7	8.6	1.0	-1.0	-1.2	-9.8	-4.5	-1.7
C/C(=N\NC(=O)c1nnn(-c2nonc2N)c1-c1ccc2c(c1)OCO2)c1ccc(C)cc1	3.6	16.7	79.9*	-1.1	5.0	-7.7	-3.1	0.1	124.9*
CCOC(=O)c1cn(C2CC2)c2c(F)c(F)c(F)cc2c1=O	-1.0	-2.2	-19.6	3.6	-0.9	-4.0	-2.5	-2.8	48.7*
COC(=O)c1ccc(CC2(C)C(=O)Nc3ccc(-c4cccc(C(F)(F)F)c4)cc32)o1 (configuration not stated)	.	-13.2	8.6	13.9	.	.	.	4.1	-0.1
CCOC(=O)N1CCN(S(=O)(=O)c2ccc(C(=O)Nc3sc4c(c3C#N)CCC4)cc2)CC1	0.5	-10.1	-20.9	6.8	0.1	-3.2	-13.5	-5.2	1.1
CCN(C1CCCCC1)S(=O)(=O)CCNC(=O)c1ccc(OC)cc1	.	-12.7	-15.5	5.9	.	.	.	9.3	1.9
CC(C)(C)c1nc(N2CCN(C(=O)c3ccco3)CC2)c2nnn(Cc3ccccc3)c2n1	1.5	-15.8	14.6	6.0	-0.7	-8.8	-38.2	-1.5	9.0
COc1ccc(Cc2nc3ccc(C(=O)N(C)Cc4cc(C)[nH]n4)cc3o2)cc1OC	3.5	-12.5	-22.7	9.4	0.9	4.4	-6.2	0.6	6.0
O=C(Cn1nnc2ccccc21)OCc1ccccc1	1.0	1.3	22.2	2.0	-1.3	-13.6	-11.2	-5.3	7.5
O=C(NCC(c1ccco1)N1CCc2ccccc2C1)C(=O)Nc1ccccc1F (configuration not stated)	-0.3	21.9	16.0	-12.0	-1.0	-7.2	7.2	-2.1	46.2*
CC1Cc2ccccc2N1C(=O)CN1C(=O)NC(C)(c2ccc3c(c2)OCCO3)C1=O (configuration not stated)	8.3	-2.0	-5.0	8.1	12.1	-9.6	-14.2	10.6	52.7*
O=C(CCc1ccccn1)N1CCCC(Nc2ccc(F)cc2)C1 (configuration not stated)	1.0	-4.8	-16.3	4.2	1.1	-6.3	-12.0	-0.5	-0.2
CN(c1ccc(C(=O)NCc2cccnc2)cc1)S(C)(=O)=O	-0.5	-43.6	9.6	7.5	0.2	-13.2	-7.0	0.8	2.2
COC(=O)c1c(NC(NC(=O)c2ccccc2)(C(F)(F)F)C(F)(F)F)sc2c1CCN(C)C2	0.4	-8.3	-20.2	8.2	0.3	-2.3	-2.3	-10.8	0.7
OCC1(Cc2ccccc2)CCN(Cc2cc3ccccc3o2)CC1	2.3	19.1	-2.9	-11.9	5.3	6.5	-13.2	-6.9	12.5
Cc1cccc(-n2c(C)cc(/C=N/NC(=O)c3ccc(CN4CCOCC4)cc3)c2C)c1	0.2	4.2	.	-3.7	0.7	-10.7	-14.6	-8.3	.
Cc1ccc(S(=O)(=O)N2CCCCC2)cc1NC(=O)COC(=O)Cc1c(F)cccc1Cl	3.9	2.2	14.2	3.9	1.0	-10.8	-11.0	-3.6	4.5
NC(=O)c1nsc(C(=O)N(Cc2ccccc2Cl)C(C(=O)NCC2CCCO2)c2ccc(O)cc2)c1N (configuration not stated)	.	-5.3	-7.0	3.9	.	.	.	-4.2	5.2
COc1c(C)cccc1C(=O)Nc1ccc(OCC(=O)N2CCOCC2)cc1C	1.7	-6.1	-5.7	3.3	0.8	-12.5	-4.7	-2.4	-1.6
CC(C)c1ccc(NC(=S)N2CCCC2)cc1	2.2	-10.3	-6.7	3.8	-0.3	0.9	-5.0	-3.8	2.2
O=C(NC1CCOc2ccccc21)c1ccccn1 (configuration not stated)	0.2	-5.0	-1.2	2.3	0.1	-1.4	-5.3	-5.5	-0.4
COCCNC(=O)C1CCN(Cc2cccc(OCc3ccccc3)c2)CC1	-0.4	-11.2	-3.9	10.4	-2.0	-1.9	-17.8	-5.9	0.3
Cc1ccc(CNC(=O)c2ccc([N+](=O)[O-])o2)cc1	2.5	-18.0	3.0	4.0	-0.3	-5.9	0.5	-3.1	3.1
COc1ccc(C(=O)Nc2cc(C)nn2-c2ccc(C)cc2)cc1	-0.2	-5.1	-8.5	5.0	0.1	-4.5	-2.1	-3.7	0.1
Cc1ccccc1/C=C/c1nc2ccccc2c(=O)[nH]1	-1.3	-9.9	-41.7	5.1	0.4	-5.8	-4.8	1.1	-0.6

Part of the list above, as labelled records:
Compound: Cc1cccc(-n2c(C)cc(/C=N/NC(=O)c3ccc(CN4CCOCC4)cc3)c2C)c1
- V1R ag counter = 0.2
- CHRM1 antagonist = 4.2
- TAAR1 antag = .
- CHRM1 PAM = -3.7
- OXTR agonist = 0.7
- OXTR potentiate = -10.7
- CHO parental Ca = -14.6
- M1 ag = -8.3
- TAAR1 agonist = .

Compound: Cc1ccc(S(=O)(=O)N2CCCCC2)cc1NC(=O)COC(=O)Cc1c(F)cccc1Cl
- V1R ag counter = 3.9
- CHRM1 antagonist = 2.2
- TAAR1 antag = 14.2
- CHRM1 PAM = 3.9
- OXTR agonist = 1.0
- OXTR potentiate = -10.8
- CHO parental Ca = -11.0
- M1 ag = -3.6
- TAAR1 agonist = 4.5

High-throughput results (PubChem)
